From PubChem
GlmU inhibition: inhibition of mycobacterial GlmU enzyme – biochemical, glucosamine-1-phosphate acetyltransferase (AID 1376). M. tuberculosis GlmU acetyltransferase enzyme assay; higher % means a stronger effect. one-dose inhibition, %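 (tested at 30 µM in the primary screen)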; IC50 in µM for titrated hits. 0.25% of 220,000 active; in the data active means inhibition above about 13%;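 further: 0% = complete reaction with vehicle and 100% = reaction without substrate; strong numbers were not always called active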
RmlCD inh 1536: M. tuberculosis RmlC/RmlD inhibition; P9WH09+P9WH11; RmlC+RmlD coupled enzyme assay, percent inhibition; primary screen in compound mixtures; inhibition, % at 3.6 µM; 0.03% of 160,000 active; in the data active means inhibition mostly above about 34%, no sharp cut-off; further: some results filed as inactive read as strong as hits
Target sequence (P9WH09 whole entry, looked up): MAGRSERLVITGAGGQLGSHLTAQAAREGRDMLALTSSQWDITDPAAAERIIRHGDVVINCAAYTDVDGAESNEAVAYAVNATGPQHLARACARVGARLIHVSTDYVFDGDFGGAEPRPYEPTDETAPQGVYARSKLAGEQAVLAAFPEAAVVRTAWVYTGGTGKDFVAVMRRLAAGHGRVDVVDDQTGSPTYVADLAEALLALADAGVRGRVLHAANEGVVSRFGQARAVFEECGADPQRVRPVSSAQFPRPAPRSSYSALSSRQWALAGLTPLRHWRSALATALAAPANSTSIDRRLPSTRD
Target sequence (P9WH11 whole entry, looked up): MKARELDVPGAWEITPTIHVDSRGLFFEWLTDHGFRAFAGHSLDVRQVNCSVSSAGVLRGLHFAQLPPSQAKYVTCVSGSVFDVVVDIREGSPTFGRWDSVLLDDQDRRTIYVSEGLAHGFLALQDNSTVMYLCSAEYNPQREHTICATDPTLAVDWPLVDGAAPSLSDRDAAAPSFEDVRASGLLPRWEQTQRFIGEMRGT
* hit, by the source's call; / = no result given; & = joins results of further samples. These rows are one share of the data; the hit share may differ from the screen's.

SMILES	GlmU inhibition	RmlCD inh 1536
CCc1ccc2c(c1)C(O)(CC(=O)c1cccs1)C(=O)N2 (centres undefined)	3.0%	-12
Cc1ccc(C(=O)Nc2nnc(-c3ccncc3)o2)cc1	3.8%	6
O=C(OCn1nnc2ccccc2c1=O)C1CCN(S(=O)(=O)c2cccs2)CC1	2.2%&5.2%	-3
Fc1ccc(N/N=C/C=C/c2ccccc2)c(F)c1	-2.3%	5
O=C(N/N=C/c1c(Cl)[nH]c2ccccc12)c1sc2ccccc2c1Cl	3.6%	-7
CN(C)c1ccc(-c2nn3c(C4CCCCC4)nnc3s2)cc1	-2.4%	65
O=C(Nc1ccccc1C(=O)O)c1cc(S(=O)(=O)N2CCCCC2)cs1	4.0%	7
Cc1ccc(-c2csc(NC(=O)c3cc([N+](=O)[O-])ccc3N3CCOCC3)n2)cc1	2.9%	3
CN1C(=O)CSc2ccc(NC(=O)NCc3ccccc3)cc21	-4.7%	11
COc1ccc(CC2c3cc(OC)c(OC)cc3CCN2C)cc1OC (centres undefined)	4.9%	7
Cc1cccc(C(=O)NC2CC3CCCC(C2)N3S(=O)(=O)c2ccccc2)c1 (centres undefined)	3.1%	2
Cc1[nH]c2ccccc2c1SCCNC(=O)c1ccc(Br)o1	-5.8%	/
COCCN=C1Sc2nc3ccc(C)cc3cc2CN1Cc1ccco1	3.5%	/
Cc1onc(-c2ccccc2)c1NC(=O)Nc1ccc(OC(F)F)cc1	4.1%	-6
CCOC(=O)C1=C(CN2CCOCC2)NC(=O)NC1c1cccc([N+](=O)[O-])c1 (centres undefined)	6.8%	-10
CN(Cc1ccccc1)S(=O)(=O)c1ccc(NC(=O)C2CCCO2)cc1 (centres undefined)	-3.6%	/
CC(=O)c1ccc(NC(=S)NCCCn2ccnc2)cc1	-3.9%	/
S=c1[nH]nc(CCSCc2ccccc2)n1-c1ccccc1	1.6%	8
Cc1cccc(NC(=O)CN2C(=O)C(C)Oc3ccccc32)n1 (centres undefined)	-7.9%	-2
Cc1ccc(C(=O)c2cc([N+](=O)[O-])ccc2N2CCOCC2)cc1C	3.0%	/
Cc1cc(-c2n[nH]c(=S)n2/N=C/c2ccco2)n[nH]1	6.7%	-42
COc1ccc(-n2c(COc3ccc(C)cc3)nnc2SCc2ccc(C#N)cc2)cc1	1.0%	-8
CCOC(=O)Cc1nnc(NC(=O)CSc2ncc(-c3ccccc3)nn2)s1	1.5%	-11
Cc1cccc(OP(N)(=O)Oc2cccc(C)c2C)c1C	-3.3%	43
Cc1cc(C)c2nc(N3CCN(C)CC3)c(C#N)cc2c1	-5.4%	6
COCC(C)NCc1ccc(OC)c(Br)c1 (centres undefined)	0.5%	-10
CCc1nnc(NC(=O)c2c(C)nn(-c3ccccc3)c2Cl)s1	-5.6%	-10
O=C(c1ccc(F)cc1)N1CCC(N2CCOCC2)CC1	-1.5%	7
CNC(=S)Nc1ccc(OC(F)(F)F)cc1	-4.3%	-1
CC1Cc2ccccc2N1CC(=O)NC(=O)NC(C)(C)C (centres undefined)	6.5%	/
O=C(Cc1ccc([N+](=O)[O-])cc1)Nc1ccc(Cl)cc1	3.2%	24
CC(C)NS(=O)(=O)c1ccc(NC(=S)NC(=O)c2cccc([N+](=O)[O-])c2)cc1	-3.1%	/
CCCCc1ncc(CN2CCN(Cc3ccc(C)cc3)C(CCO)C2)[nH]1 (centres undefined)	1.4%	-9
CCCc1nn(C(=O)c2ccccc2)c2c1C(=O)CC(C)(C)C2	7.2%	5
CN(c1ccccc1C(=O)O)S(=O)(=O)c1ccc2c3c(cccc13)C(=O)N2	-0.5%	/
COc1cc(C(=O)NCCC(=O)NCCCN2CCCCC2)cc(OC)c1OC	2.9%	-4
COc1ccc(NC(=O)N2CCc3ccccc32)cc1	1.5%	10
CCOC(=O)c1nn(-c2ccccc2C)c2nc(Nc3ccccc3)cc(=O)n12	-0.3%	-7
CN1CCN(CC#CC(C)(O)C2CC3C=CC2C3)CC1 (centres undefined)	-3.1%	/
CCc1nc(C#N)c(N2CCOCC2)o1	-2.2%	-3
CCOC(=O)Cc1nnc(-c2ccccc2)o1	-0.3%	-1
CCOC(=O)c1c(C)[nH]c(C2=NNC(=NC3CC3)SC2)c1C	-1.5%	7
Cc1[nH]c2c(Cl)cccc2c1CCNC(=O)C1CCCCC1C(=O)OCC(F)(F)F (centres undefined)	0.2%	-6
O=C(Nc1ccccc1[N+](=O)[O-])c1cccnc1Cl	-1.0%	1
O=C(CCCN1C(=O)c2ccccc2C1=O)NCCC1=CCCCC1	4.6%	27
CCN(C(=O)CSc1nnc(Cc2cccc3ccccc23)n1N)C1CCS(=O)(=O)C1 (centres undefined)	3.7%	6
COc1ccc(CNc2ccc(S(N)(=O)=O)cc2)cc1	2.8%	-14
O=C(OC1CCOC1=O)c1ccc(N2CCCC2)c([N+](=O)[O-])c1 (centres undefined)	4.9%	-9
CCC(=O)N1CCc2cc(S(=O)(=O)NCCCOC)ccc21	1.0%	-2
O=C(CCc1ccccc1)N/N=C/c1cccc(O)c1	8.0%	6
Cc1[nH]c2ccccc2c1CCNC(=O)c1c(N)no[n+]1[O-]	-3.2%	5
COC(=O)c1nnc(-c2ccccc2)nc1OC	-1.8%	/
CCN(CC)S(=O)(=O)c1ccc(NC(=O)COC(=O)CNS(=O)(=O)/C=C/c2ccccc2)cc1	-4.2%	/
COc1cc(CNCCc2ccccc2)ccc1OCC(=O)NC(C)(C)C	-3.1%	/
Cc1ccc(CC(=O)NC2CCSC2=O)cc1 (centres undefined)	2.4%	10
COc1ccc(-c2cn3c(C)c(C(=O)Nc4cccc(C)n4)sc3n2)cc1	5.7%	/
COc1ccc(NC(C)=O)c(C)c1	-3.6%	-13
CCC1(CC)C(=O)N(C)C(=O)NC1=NC	-1.0%	-10
CC1(CCc2ccccc2)NC(=O)N(Cc2nnc(-c3ccccc3Br)o2)C1=O (centres undefined)	5.9%	/
COc1ccc(C2=NOC(C(=O)Nc3c(C)n(C)n(-c4ccccc4)c3=O)C2)cc1OC (centres undefined)	5.3%	-1

(more compounds)
SMILES	GlmU inhibition	RmlCD inh 1536
COc1ccc(Br)cc1C(=O)Nc1ccc(NC(=O)c2ccco2)cc1	0.2%	/
CCCCOc1ccc(Cc2cnc(N)nc2N)cc1	-1.3%	-7
Cc1ccc(-n2nc(C(=O)O)cc2-c2ccc(Cl)cc2)cc1	-3.6%	12
COc1ccc(CCNC(=O)CCNS(=O)(=O)c2cccc3nsnc23)cc1OC	2.5%	-3
Cc1cc(OCCCCCn2ccnc2)cc(C)c1Cl	-12%	10
COc1ccc(C2CC(=O)C=C(NCCC(C)C)C2)cc1 (centres undefined)	-4.6%	/
COc1cccc2cc(-c3n[nH]c(=S)n3C)oc12	/	-2
CCOC(=O)/C(=N\Nc1cc(C(F)(F)F)ccc1Cl)N(CC)CC	0.5%	/
COc1cc(S(=O)(=O)N(Cc2cccs2)C2CC2)ccc1-n1cnnn1	-1.9%	/
O=C(NCc1ccco1)Nc1cccc([N+](=O)[O-])c1	1.7%	4
Cc1ccccc1NC1=C(Cl)C(=O)OC1NC(=O)c1ccccc1 (centres undefined)	-2.1%	/
Cc1cccc(N(CC(=O)N2CCN(C)CC2)S(=O)(=O)c2ccccc2)c1	3.7%	7
O=C1NC(=O)N(c2ccc(F)cc2)C(=O)/C1=C/c1ccc(N2CCOCC2)cc1	-6.9%	-1
O=C(O)/C=C/C(=O)NC1CCS(=O)(=O)C1 (centres undefined)	0.8%	-10
COC(=O)c1cn(NC(=O)c2cccc(F)c2)c(=O)c2ccccc12	6.8%	/
CCC(C)NC(=S)N1CCN(C)CC1 (centres undefined)	-8.7%	7
CC(C)[C@H](NC(=O)c1ccccc1)C(=O)OCC(=O)N1CCCCCC1	1.1%	6
COc1ccc(-c2nn(-c3ccccc3)cc2/C=C/C(=O)OCC(=O)Nc2cccc(C#N)c2)cc1	-4.6%	6
CCN(CC)c1ccc(NC(=O)Cn2cc3c(n2)CCC(C)C3)c(C)c1 (centres undefined)	-2.1%	-4
O=C(O)Cc1sc(-c2cccnc2)nc1-c1ccc(Br)cc1	0.1%	6
CCOc1ccccc1-n1nnnc1SCc1nc2ccccc2s1	-1.9%	-6
O=c1c2ccccc2nc(SCc2ccccc2)n1CC1CCCO1 (centres undefined)	2.2%	/
COCCCNc1ccc([N+](=O)[O-])cc1C(=O)Nc1cccc(C)n1	0.3%	8
O=S1(=O)CC2SC(=S)N(c3ccccc3)C2C1 (centres undefined)	-4.8%	7
COC(=O)c1cccc(CSc2nc3ccccc3[nH]2)c1	3.5%	2
O=C(CSc1nnc2ccc3ccccc3n12)N1CCOCC1	3.5%	/
Cc1ccc(NC(=O)CCn2nnc3ccccc32)cc1	1.0%	-4
O=C(Sc1nnc(-c2ccccc2)o1)N1c2ccccc2Sc2ccccc21	2.3%	/
COc1ccccc1N1CCN(c2nc3ccccn3c(=O)c2C=O)CC1	4.0%	-1
Cn1c(CC(=O)Nc2ccc(Cl)c(Cl)c2)n[nH]c1=S	3.2%	-5
CCn1c(SCC(=O)NC2CCCc3ccccc32)nnc1-c1cccs1 (centres undefined)	-2.6%	5
Cc1nnc(SCc2cc(=O)[nH]c(=S)[nH]2)s1	2.4%	8
COc1ccc(-c2cc(C(=O)OCC(=O)NC(C)(C)C)c3ccccc3n2)cc1	1.9%	-2
CCOCCn1c(N2CCN(c3ccc(OC)cc3)CC2)nc2c1c(=O)n(C)c(=O)n2C	6.7%	26
CCOC(=O)/C=C1\SCC(=O)N1CC(=O)NC(c1ccccc1)c1ccccc1	4.0%	0
COc1ccc(N2CCC(CNC(=S)Nc3cccc(OC)c3)C2)cc1 (centres undefined)	-7.2%	-11
C=C1N2CCC(CC2)C1(O)c1ccc(C)c(C)c1 (centres undefined)	-6.0%	/
CCn1c(NC(=O)c2nn(C)cc2Br)nc2ccccc21	3.5%	-2
Cc1ccccc1NC(=O)CN1C(=O)N/C(=C\c2ccc(N3CCOCC3)c(F)c2)C1=O	-2.5%	0
CCCc1nc(SC)[nH]c(=O)c1C	-0.7%	45
CCOc1ccc2nc(/N=C/c3nc(-c4ccc(Br)cc4)oc3O)sc2c1	4.6%	-9
Cc1ccc2c(c1)CCCN2C(=O)Nc1ccc2c(c1)OCO2	-1.2%	/
Cc1cccc(C)c1-n1cccc1/C=C1\SC(=S)N(c2cccc(C(=O)O)c2)C1=O	-2.2%	4
N#C/C(=C/c1ccccc1[N+](=O)[O-])c1nnc2n1CCCCC2	1.7%	-1
COc1ccccc1Nc1nnc(SCC(=O)NC(=O)Nc2ccc3c(c2)OCCO3)s1	1.8%	2
O=C(CCn1nc(-c2ccc(Cl)cc2)c2ccccc2c1=O)NN1CCOCC1	7.6%	-1
Cc1ccc(OCC(=O)N2N=C(C(F)(F)F)CC2(O)C(C)(C)C)cc1C (centres undefined)	2.5%	4
Clc1ccccc1C1CC(c2ccccc2)Nc2ncnn21 (centres undefined)	-0.4%	/
Cc1ccc(N)cc1-n1c(C)ccc1C	-1.4%	1
Cc1ccc(O)c(NC(=O)c2noc(C(C)C)c2[N+](=O)[O-])c1	-6.1%	-7
CCOc1ccc(/C(CCC(=O)O)=N/NC(=S)NC(C)C)cc1	3.9%	-13
COc1ccccc1CCNS(=O)(=O)c1ccc(C(=O)O)n1C	0.2%	8
N#CCC(=O)N/N=C/c1ccc(Cl)cc1	5.4%	-7
COc1cnc(-c2ccccc2)nc1Oc1ccc(C(C)(C)C)cc1	-2.4%	17
CCCCCCC(=O)Nc1nc(C)c(-c2csc(Nc3cccc(OC)c3)n2)s1	0.5%	65
Cc1csc(N(C(=O)c2cccc(S(=O)(=O)N(C)C)c2)c2ccccc2)n1	10%	2
CN1C(=O)/C(=C2\SC(=S)N(CCCCCC(=O)O)C2=O)c2ccccc21	6.4%	-9

Two entries from above in a different format.
Results follow in this order: GlmU inhibition, RmlCD inh 1536
Cc1csc(N(C(=O)c2cccc(S(=O)(=O)N(C)C)c2)c2ccccc2)n1
→ 10%, 2
Cc1ccc(OCC(=O)N2N=C(C(F)(F)F)CC2(O)C(C)(C)C)cc1C (centres undefined)
→ 2.5%, 4

18 neighbouring entries from above, for reference:
SMILES	GlmU inhibition	RmlCD inh 1536
CCCc1nc(SC)[nH]c(=O)c1C	-0.7%	45
CCOc1ccc2nc(/N=C/c3nc(-c4ccc(Br)cc4)oc3O)sc2c1	4.6%	-9
Cc1ccc2c(c1)CCCN2C(=O)Nc1ccc2c(c1)OCO2	-1.2%	/
Cc1cccc(C)c1-n1cccc1/C=C1\SC(=S)N(c2cccc(C(=O)O)c2)C1=O	-2.2%	4
N#C/C(=C/c1ccccc1[N+](=O)[O-])c1nnc2n1CCCCC2	1.7%	-1
COc1ccccc1Nc1nnc(SCC(=O)NC(=O)Nc2ccc3c(c2)OCCO3)s1	1.8%	2
O=C(CCn1nc(-c2ccc(Cl)cc2)c2ccccc2c1=O)NN1CCOCC1	7.6%	-1
Cc1ccc(OCC(=O)N2N=C(C(F)(F)F)CC2(O)C(C)(C)C)cc1C (centres undefined)	2.5%	4
Clc1ccccc1C1CC(c2ccccc2)Nc2ncnn21 (centres undefined)	-0.4%	/
Cc1ccc(N)cc1-n1c(C)ccc1C	-1.4%	1
Cc1ccc(O)c(NC(=O)c2noc(C(C)C)c2[N+](=O)[O-])c1	-6.1%	-7
CCOc1ccc(/C(CCC(=O)O)=N/NC(=S)NC(C)C)cc1	3.9%	-13
COc1ccccc1CCNS(=O)(=O)c1ccc(C(=O)O)n1C	0.2%	8
N#CCC(=O)N/N=C/c1ccc(Cl)cc1	5.4%	-7
COc1cnc(-c2ccccc2)nc1Oc1ccc(C(C)(C)C)cc1	-2.4%	17
CCCCCCC(=O)Nc1nc(C)c(-c2csc(Nc3cccc(OC)c3)n2)s1	0.5%	65
Cc1csc(N(C(=O)c2cccc(S(=O)(=O)N(C)C)c2)c2ccccc2)n1	10%	2
CN1C(=O)/C(=C2\SC(=S)N(CCCCCC(=O)O)C2=O)c2ccccc21	6.4%	-9
